Alkaline phosphatase: inhibition of tissue-nonspecific alkaline phosphatase – biochemical, luminescent (AID 518); one-dose inhibition, % at 20 µM; IC50 in µM for titrated hits; purified TNAP enzyme, luminescent substrate readout; higher % means a stronger effect; 64,000 compounds, 0.09% hits; in the data active = a potency from the dose series; inactive = the rest, 99 in 100 with inhibition below about 22%;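 note: plate controls were vehicle for no effect and reference inhibitor for full effect; many of its hits are not listed in these tables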
MK inhibit: S. pneumoniae mevalonate kinase inhibition | 65,000 compounds, 0.48% hits | purified MK, PK/LDH-coupled NADH absorbance 340 nm | inhibition, % at 10 µM;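 active = ranked among the strongest by inhibition in the single 10 µM screen, a fixed top-ranked set picked for dose follow-up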; note: no value below 0 was filed
HT1080 viability: HT1080 cell viability loss – fluorescence readout (AID 620) | HT1080 viability, fluorescence; higher % means a stronger effect | cytotoxicity, % at 10 µM, or EC50 in µM where a hit was titrated | 87,000 compounds, 0.42% hits;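 note: cells exposed to compound overnight then 4 h with Alamar Blue; 0% = vehicle DMSO and 100% = killing control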
Bfl-1 displacement: displacement of Bid BH3 peptide from Bfl-1 – biochemical, fluorescence polarization, FITC-Bid, mouse, primary screen (AID 432); displacement, % at 20 µM; hits with a dose series show IC50 in µM; FITC-Bid BH3 peptide fluorescence polarization displacement; higher % means a stronger effect; 64,000 compounds, 0.02% hits; in the data active = a potency from the dose series; inactive = the rest, 99 in 100 with displacement below about 15%; note: strong numbers were not always called active
Spn DPM-DC inh: blocks S. pneumoniae diphosphomevalonate decarboxylase | calls only at 10 µM | purified DPM-DC, PK/LDH coupled NADH fluorescence | 65,000 compounds, 0.49% hits;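 active = the 320 compounds with the highest percent inhibition in the single-dose primary screen, excluding strongly autofluorescent ones, cut at about 32% in these data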;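 note: kinetic rate of NADH fluorescence loss reporting ADP formed by the decarboxylase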
Spn PMK inh: inhibitors of Streptococcus pneumoniae phosphomevalonate kinase; purified PMK, PK/LDH-coupled NADH absorbance 340 nm; inhibition, % at 10 µM; 65,000 compounds, 0.49% hits; AID 539;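 active = top-ranked compounds by inhibition in the single 10 µM screen, taking a fixed number of the strongest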;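 note: 0% = full reaction with DMSO carrier and 100% = background rate without enzyme reaction; no value below 0 was filed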
HPDE-C7K KRASV12: viability loss of HPDE-C7K cells – cell-based, fluorescence, HTS, primary screen (AID 431) | HPDE-C7K KRASV12 cells, Alamar Blue viability, 48 h; higher % means a stronger effect | one-dose cytotoxicity, % at 10 µM; EC50 in µM for titrated hits | 63,000 compounds, 1.7% hits;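 active = compounds whose percent cytotoxicity in the single-dose primary screen, scaled between solvent and toxic-drug controls, exceeds 50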;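 note: 0% = DMSO solvent wells and 100% = doxorubicin-treated wells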
HPDE-C7 viability: HPDE-C7 pancreatic duct cell viability loss – fluorescence, HTS (AID 430); HPDE-C7 pancreatic duct cells viability, fluorescence; higher % means a stronger effect; cytotoxicity, % at 10 µM; hits with a dose series show EC50 in µM; 63,000 compounds, 1.8% hits;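 note: cells exposed to compound for 48 hours before viability readout; 0% = vehicle and 100% = reference cytotoxic drug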
LYP inhibition: inhibition of human PTPN22 tyrosine phosphatase – biochemical, DiFMUP fluorescence, recombinant catalytic domain, 10 µM, primary screen (AID 606); recombinant LYP catalytic domain, DiFMUP fluorescence; higher % means a stronger effect; inhibition, % at 10 µM; hits with a dose series show IC50 in µM; 52,000 tested, under 10 active;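 active = IC50 under 40 µM in the dose-response test; inactive = IC50 of 40 µM or more, or never dose-tested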
Spn PMK inh pilot replicates: also measured in Spn PMK inh; calls as there; inhibition, %; measured here: pilot screen replicates
MK inhibit pilot replicates: also measured in MK inhibit; calls as there; inhibition, %; measured here: pilot screen replicates
Spn DPM-DC inh pilot screen %: second read-out of Spn DPM-DC inh, no call of its own (marks repeat the call); inhibition, %; measured here: pilot screen trials
The depositor's hits bear a star; i = inactive; / = no result given. Cut-off read from the data, not from the text of the source, unless noted: active = cytotoxicity above about 50%; inactive = the rest.

SMILES	Alkaline phosphatase	MK inhibit	HT1080 viability	Bfl-1 displacement	Spn DPM-DC inh	Spn PMK inh	HPDE-C7K KRASV12	HPDE-C7 viability	LYP inhibition	others
O=S(=O)(CCc1ccccc1)/N=C/c1cccs1	6%	1	2%	-5%	i	8	-1%	-8%	-5%
CCn1cc(C(C)(C)C)c(C#N)c1NC(C)=O	-7%	6	28%	-12%	i	13	-3%	-20%	/
CN(C)CC(O)COc1cc2ccccc2cc1C(=O)N1CCCCC1 (stereo unspecified)	7%	0	3%	-4%	i	8	-6%	-8%	19%
O=C(CSc1nncs1)N1c2ccccc2Sc2ccccc21	2%	3	-3%	4%	i	0	-8%	-7%	8%
O=C(O)CC(CNS(=O)(=O)c1ccccc1)c1ccccc1 (stereo unspecified)	5%	3	-3%	-1%	i	2	0%	-10%	-2%
O=C(c1cc(C2CC2)on1)N1CCOCC1	2%	3	-5%	5%	i	0	-4%	0%	-1%
COc1ccc(Cl)cc1NC(=O)c1ocnc1C	12%	7	7%	-6%	i	14	6%	-17%	/
O=C(c1ccco1)N1CCN(C(=O)c2ccc(COc3ccc(F)cc3)o2)CC1	7%	5	9%	-5%	i	8	15%	-5%	/
COc1ccc(-c2nnc3sc(-c4ccccn4)nn23)cc1	6%	3	0%	-1%	i	4	9%	-6%	/
CC1(O)c2ccccc2C(=O)N1Cc1ccccc1 (stereo unspecified)	8%	6	6%	1%	i	11	-9%	-6%	-5%
CC1CCN(S(=O)(=O)c2ccc(NC(=O)CSc3nnnn3C)cc2)CC1	11%	10	6%	-3%	i	15	-4%	-28%	1%	Spn PMK inh pilot replicates=4.5;MK inhibit pilot replicates=1.5;Spn DPM-DC inh pilot screen %=3.0
CS(=O)(=O)N1CCN(c2ncccn2)CC1	8%	2	-2%	1%	i	8	-16%	-9%	1%
Cc1cc(C)c2[nH]c(=O)c(CN(Cc3ccco3)C(=O)C3CCCO3)cc2c1 (stereo unspecified)	8%	5	17%	3%	i	11	-36%	-10%	11%
CN1CC(=O)NC1=NC(=O)c1cc(F)c(F)cc1Cl	17%	0	-7%	-1%	i	23	-4%	1%	13%
Cc1ccc(N(C(C)C(=O)Nc2ccc(S(=O)(=O)N3CCOCC3)cc2)S(C)(=O)=O)cc1 (stereo unspecified)	9%	6	-2%	-10%	i	0	-6%	7%	2%	Spn PMK inh pilot replicates=2.0;MK inhibit pilot replicates=0.0;Spn DPM-DC inh pilot screen %=0.0
CCOC(=O)c1cccc(NC(=O)CSc2nnc(-c3ccoc3C)n2CCOC)c1	14%	0	6%	1%	i	0	-12%	-29%	7%	Spn PMK inh pilot replicates=0.5;MK inhibit pilot replicates=1.0;Spn DPM-DC inh pilot screen %=0.5
COc1cccc(N2CC(C(=O)Nc3ccc(C(=O)OC(C)C)cc3)CC2=O)c1 (stereo unspecified)	8%	10	9%	6%	i	4	10%	5%	0%
CCOC(=O)CNC(=O)CSc1nnc(Cn2c(=O)sc3ccccc32)n1-c1ccccc1C	4%	4	4%	4%	i	4	21%	25%	2%
CCc1nnc(NC(=O)C2CCCN(c3nc(C)cc(C)n3)C2)s1 (stereo unspecified)	6%	8	1%	-6%	i	12	9%	6%	/
NC(=O)CSc1nnc(-c2ccc(S(=O)(=O)N3CCOCC3)cc2)n1CC1CCCO1 (stereo unspecified)	8%	12	5%	0%	i	14	-13%	1%	/
CCN(CC)CCN1C(=O)C(=O)/C(=C(/O)c2ccncc2)C1c1ccccc1 (stereo unspecified)	8%	10	4%	-1%	i	12	-12%	-16%	2%
O=C(Nc1sc2c(c1C(=O)NCC1CCCO1)CCCC2)c1cccs1 (stereo unspecified)	9%	3	3%	0%	i	4	15%	5%	3%
Cc1nnc(NC(=O)CCC(=O)N2CCC(C)CC2)s1	8%	0	-6%	-8%	i	3	-10%	-16%	13%	Spn PMK inh pilot replicates=0.0;MK inhibit pilot replicates=0.0;Spn DPM-DC inh pilot screen %=0.0
Cn1c(CCc2ccccc2)nnc1SCC(=O)N1CCCC1	-4%	0	8%	-3%	i	1	-15%	-2%	12%
Cc1ccc(N(CC(=O)NCC2CCCO2)S(C)(=O)=O)cc1Cl (stereo unspecified)	10%	8	-4%	-8%	i	16	-5%	-2%	9%	Spn PMK inh pilot replicates=0.0;MK inhibit pilot replicates=2.0;Spn DPM-DC inh pilot screen %=1.0

A draw from above in order of count of non-hydrogen atoms, lowest first.
SMILES	Alkaline phosphatase	MK inhibit	HT1080 viability	Bfl-1 displacement	Spn DPM-DC inh	Spn PMK inh	HPDE-C7K KRASV12	HPDE-C7 viability	LYP inhibition	others
O=C(c1cc(C2CC2)on1)N1CCOCC1	2%	3	-5%	5%	i	0	-4%	0%	-1%
CCn1cc(C(C)(C)C)c(C#N)c1NC(C)=O	-7%	6	28%	-12%	i	13	-3%	-20%	/
O=S(=O)(CCc1ccccc1)/N=C/c1cccs1	6%	1	2%	-5%	i	8	-1%	-8%	-5%
CC1(O)c2ccccc2C(=O)N1Cc1ccccc1 (stereo unspecified)	8%	6	6%	1%	i	11	-9%	-6%	-5%
Cc1nnc(NC(=O)CCC(=O)N2CCC(C)CC2)s1	8%	0	-6%	-8%	i	3	-10%	-16%	13%	Spn PMK inh pilot replicates=0.0;MK inhibit pilot replicates=0.0;Spn DPM-DC inh pilot screen %=0.0
O=C(CSc1nncs1)N1c2ccccc2Sc2ccccc21	2%	3	-3%	4%	i	0	-8%	-7%	8%
CCc1nnc(NC(=O)C2CCCN(c3nc(C)cc(C)n3)C2)s1 (stereo unspecified)	6%	8	1%	-6%	i	12	9%	6%	/
CN(C)CC(O)COc1cc2ccccc2cc1C(=O)N1CCCCC1 (stereo unspecified)	7%	0	3%	-4%	i	8	-6%	-8%	19%
Cc1cc(C)c2[nH]c(=O)c(CN(Cc3ccco3)C(=O)C3CCCO3)cc2c1 (stereo unspecified)	8%	5	17%	3%	i	11	-36%	-10%	11%
COc1cccc(N2CC(C(=O)Nc3ccc(C(=O)OC(C)C)cc3)CC2=O)c1 (stereo unspecified)	8%	10	9%	6%	i	4	10%	5%	0%
CCOC(=O)c1cccc(NC(=O)CSc2nnc(-c3ccoc3C)n2CCOC)c1	14%	0	6%	1%	i	0	-12%	-29%	7%	Spn PMK inh pilot replicates=0.5;MK inhibit pilot replicates=1.0;Spn DPM-DC inh pilot screen %=0.5
CCOC(=O)CNC(=O)CSc1nnc(Cn2c(=O)sc3ccccc32)n1-c1ccccc1C	4%	4	4%	4%	i	4	21%	25%	2%

Returning to the listing, starting two compounds before the break.
SMILES	Alkaline phosphatase	MK inhibit	HT1080 viability	Bfl-1 displacement	Spn DPM-DC inh	Spn PMK inh	HPDE-C7K KRASV12	HPDE-C7 viability	LYP inhibition	others
Cn1c(CCc2ccccc2)nnc1SCC(=O)N1CCCC1	-4%	0	8%	-3%	i	1	-15%	-2%	12%
Cc1ccc(N(CC(=O)NCC2CCCO2)S(C)(=O)=O)cc1Cl (stereo unspecified)	10%	8	-4%	-8%	i	16	-5%	-2%	9%	Spn PMK inh pilot replicates=0.0;MK inhibit pilot replicates=2.0;Spn DPM-DC inh pilot screen %=1.0
COC(=O)c1cc2sc(Cl)cc2n1CC(=O)Nc1ccc(OC)c(OC)c1OC	4%	5	-4%	-8%	i	6	10%	15%	/
Cn1c(=O)c2c(nc(CN3CCN(c4ccccc4F)CC3)n2CCCc2ccccc2)n(C)c1=O	/	5	3%	/	i	9	/	/	16%
CCC(=O)Nc1ccccc1C(=O)N1CCN(Cc2ccccc2)CC1	4%	10	6%	14%	i	2	2%	0%	19%
COc1cccc(Nc2ncccc2C(=O)O)c1	11%	8	6%	1%	i	4	-7%	-9%	8%
CC(C)C(NC(=O)CN1C(=O)c2ccccc2S1(=O)=O)C(C)C	-1%	2	-4%	-2%	i	0	-16%	-24%	11%
Cc1csc(NC(=O)CSc2nncn2C)n1	11%	2	4%	-3%	i	11	5%	4%	/
O=C(O)CN(Cc1ccco1)S(=O)(=O)c1ccc(F)cc1	10%	4	2%	1%	i	0	2%	-2%	0%
Cc1nc2sc(C(c3ccc(Cl)cc3)N3CCN(C(=O)c4ccco4)CC3)c(O)n2n1 (stereo unspecified)	10%	1	8%	-6%	i	10	0%	9%	7%
COc1ccc(-c2nc3c(c(=O)n(C)c(=O)n3C)n2CC2CC(c3ccccc3)=NO2)cc1OC (stereo unspecified)	9%	13	22%	-1%	i	21	53%*	32%	2%	Spn PMK inh pilot replicates=5.0;MK inhibit pilot replicates=0.0;Spn DPM-DC inh pilot screen %=6.5
O=C(CCC(=O)N(c1ccccc1)C(C(=O)NC1CCCC1)c1ccncc1)Nc1cccnc1 (stereo unspecified)	12%	10	2%	0%	i	15	0%	-21%	-6%
CCOc1ccc(CCNC(=O)c2cc3sccc3n2C)cc1OCC	8%	8	0%	-2%	i	9	-1%	-14%	/
COc1ccc(C(=O)N2CCN(Cc3ccccc3C)CC2)cc1OC	2%	12	-2%	-6%	i	11	3%	2%	9%
CCCc1ncc(C(O)c2cccc(OC)c2OC)n1C (stereo unspecified)	16%	2	6%	1%	i	1	/	/	-4%
COc1ccc(N2CCN(C(c3cccs3)C(C)NC(=O)c3ccco3)CC2)cc1 (stereo unspecified)	9%	4	9%	-2%	i	10	-12%	0%	/	Spn PMK inh pilot replicates=2.5;MK inhibit pilot replicates=0.0;Spn DPM-DC inh pilot screen %=0.5
O=C(NCc1ccccc1Cl)c1cnc2n(c1=O)CCS2	8%	8	-2%	12%	i	0	-3%	10%	-1%
CCC(C)C(NC(=O)c1ccccc1NC(=O)c1ccco1)C(=O)O (stereo unspecified)	5%	8	-7%	15%	i	5	1%	0%	13%
Cc1ccc(-c2nc3ncccn3c2NC(=O)C2CC2)cc1	12%	2	8%	0%	/	4	4%	-4%	0%
CCN(CC)CCN1C(=O)C(=O)/C(=C(/O)c2cnn(-c3ccccc3)c2C)C1c1cccnc1 (stereo unspecified)	14%	13	-3%	0%	i	3	30%	0%	5%
O=S(=O)(NCc1ccccc1)c1cnc[nH]1	8%	8	-3%	-6%	i	8	-5%	0%	0%
COc1ccc(-c2nnc(-c3ccc(Br)o3)o2)cc1OC	26%	7	-4%	1%	i	11	-15%	3%	-2%
Cc1cccc(N2CCN(C(=O)Cn3cccc3)CC2)c1C	8%	11	-6%	5%	i	0	11%	0%	7%
COCCOC(=O)C1=C(C)NC(=O)NC1c1cn(-c2ccccc2)nc1-c1cccs1 (stereo unspecified)	3%	2	0%	-7%	i	14	-1%	0%	-2%
Cc1cccc(OCc2nnc(SCC(=O)N3CCCC3)n2C)c1	11%	0	-12%	-6%	i	14	/	/	0%
CCOC(=O)C1CCN(C=Nc2cc(C)on2)CC1	1%	0	1%	0%	i	5	-11%	0%	-9%
O=C(CSc1nnc(-c2cccs2)n1-c1ccccc1)Nc1ccccc1	7%	4	-1%	15%	i	11	3%	-7%	-3%
Cn1c(C(O)c2ccc3c(c2)OCO3)nc2ccccc21 (stereo unspecified)	8%	13	1%	3%	i	0	8%	11%	10%

Compound activity deposited in PubChem by several laboratories.
